Screening results from PubChem.
T cell modulator: T cell immune modulation candidate | 2C CD8+ T cell-vesicle binding, flow cytometry; hits give low values | calls only at 7 µM | 0.068% of 330,000 active | AID 2052;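 active = response, share of CD8 T cells binding vesicles, and their 90th percentile fluorescence all below set limits, cut at about 80% in these data, passing the limit was not always enough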
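Incubation: binding step 1.5 h, 37 °C, antibody labelling 20 min, ice; system: murine 2C transgenic CD8+ T lymphocytes; technique: cytometric PE anti-B7-1 and Alexa647 anti-CD8 signals after 1% paraformaldehyde fixation; also added: QL9-charged Drosophila Ld/ICAM-1/B7-1 vesicles; control set: naked versus QL9-loaded vesicles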
K1F lysis inhibition: protection from phage-mediated lysis, alamar blue read-out – E. coli UTI89, K1F phage, bacterial capsule biogenesis inhibitors (AID 488966); E. coli UTI89 K1F phage lysis, alamar blue, 2 h; higher % means a stronger effect; one-dose inhibition, % at 100 µM; IC50 in µM for titrated hits; 0.02% of 340,000 active;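 active = phage lysis inhibition, versus mean bacterial control, above a set limit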;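 also: capsule biogenesis inhibitors block K1F phage lysis so surviving cells raise fluorescence; higher fluorescence means more inhibition of phage lysis; actives were called in the ten point dose series up to 300 µM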
T cell modulator vesicle-bound %: recorded beside T cell modulator, whose call it bears; double positive events, %; measured here: CD8+ vesicle-bound cell fraction;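 binding gate set so that unloaded-vesicle control wells show 10% double positive cells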
Starred values were filed as active, the others as inactive; i = inactive; [ ] = remark or other dose. Some of the compounds tested; the hit share may differ from the screen's.

Sequence of screens: K1F lysis inhibition	T cell modulator	T cell modulator vesicle-bound %
COc1ccc(C(=O)OCC(=O)Nc2c(C)n(C)n(-c3ccccc3)c2=O)cc1
 : 0.6%[50 µM]	i	34
Cc1noc(C)c1COc1ccc(C(=O)N2CCN(S(=O)(=O)c3cccc(F)c3)CC2)cc1
 : 0.7%	i	58
C[C@H](CO)N1C[C@H](C)[C@@H](CN(C)C(=O)Nc2ccc3c(c2)OCO3)Oc2c(NC(=O)c3ccncc3)cccc2C1=O
 : 0.3%	i	26
CSc1ccc(Cl)c(C(=O)Nc2cc(S(=O)(=O)N3CCOCC3)ccc2N2CCOCC2)c1
 : -0.1%	i	28
C#CCOCCOCCOCCNc1nc(N2CCN(C(=O)[C@H](CCC(=O)O)n3cc([C@@H](N)CCCCN)nn3)CC2)nc(N2CCN(C(=O)[C@H](CCCCN)n3cc([C@@H](N)CC(N)=O)nn3)CC2)n1
 : -0.4%	i	20
CCN(c1ccccc1)S(=O)(=O)c1ccc(N2CCN(c3ccc(OC)cc3)CC2)nc1
 : 0.5%[50 µM]	i	53
CC(=O)C(Cc1ccccc1)NC(=O)COC(=O)c1cccc(C)c1[N+](=O)[O-] (stereo not given)
 : 0.2%[50 µM]	i	24
O=C(CSC(=S)N1CCCC1)N/N=C/c1c(O)[nH]c(=S)[nH]c1=O
 : 0.2%[50 µM]	i	54
CN(CC(=O)NCCc1ccc(S(N)(=O)=O)cc1)CC(=O)Nc1ccc(Cl)cc1
 : -1.9%	i	39
CCN(c1ccccc1)S(=O)(=O)c1cccc(C(=O)OCC(=O)Nc2ccc(NC(C)=O)cc2)c1
 : 0.2%[50 µM]	i	44
CCc1ccc(/C=C(\C#N)C(=O)NC2CCS(=O)(=O)C2)cc1 (stereo not given)
 : 1.2%	i	35
CC1CC(C)(C)CC2(C1)NC(=O)N(CC(=O)N1CCN(S(=O)(=O)c3cccc(F)c3)CC1)C2=O (stereo not given)
 : 1.1%	i	15
C[C@H](CO)N1C[C@H](C)[C@@H](CN(C)Cc2ccc(C(=O)Nc3ccccc3N)cc2)Oc2c(NC(=O)C3CCCCC3)cccc2C1=O
 : -0.1%	i	10
CCOC(=O)C1CCCN(S(=O)(=O)NC[C@H]2O[C@@H](n3cnc4c(N)ncnc43)[C@H](O)[C@@H]2O)C1 (stereo not given in full)
 : 0.1%	i	8
Nc1ncnc2c1ncn2[C@@H]1O[C@H](CNCc2ccccc2)[C@@H](O)[C@H]1O
 : 0.0%	i	10
O=C(Cn1cc(C(F)(F)F)ccc1=O)N1CCc2ccccc21
 : 0.7%[50 µM]	i	37
CC(=O)NCc1ccc(C(=O)COC(=O)COc2ccc(Cl)c(C)c2)s1
 : 0.5%[50 µM]	i	35
O=C(NN=Cc1cc(Br)c(O)c(Br)c1)c1ccccc1NS(=O)(=O)c1cccs1
 : -3.8%	i	18
O=C(C[C@@H]1C/C=C\C[C@@H](Cc2ccc(F)cc2)C(=O)OC[C@@H]2CCCN2C1=O)NCCO
 : 0.1%	i	21
COc1ccc(Cl)cc1C(=O)NNC(=O)CNC(=O)c1ccc(C)s1
 : 0.8%	i	40
C[C@H](CO)N1C[C@H](C)[C@@H](CN(C)C)Oc2c(NC(=O)c3ccncc3)cccc2C1=O
 : 0.8%	i	17
O=C(CN1C(=O)NC2(CCCCC2)C1=O)Nc1ccc(N2CCCCC2)cc1
 : -5.7%	i	54
CC(=O)c1ccc(-c2ccc(C(=O)Nc3nc(-c4ccccn4)cs3)o2)cc1
 : 0.3%[50 µM]	i	38
CCN(CCS(=O)(=O)c1ccc(Cl)cc1)Cc1nc2ccccc2c(=O)[nH]1
 : 1.1%[50 µM]	i	21
CCN(C(=O)CN1CCCCCC1)c1c(N)n(Cc2ccccc2)c(=O)[nH]c1=O
 : -1.6%	i	35
O=C(OCC(=O)N1CCCCCC1)c1ccc(Br)c(S(=O)(=O)N2CCOCC2)c1
 : -1.9%	i	48
COc1ccc(-c2ccc3c(c2)c(C#Cc2ccsc2)c(-c2cc(OC)cc(OC)c2)n3C)cc1
 : 0.9%	i	22
C[C@H](CO)N1C[C@H](C)[C@@H](CN(C)S(=O)(=O)c2ccccc2)Oc2c(NC(=O)Nc3ccccc3)cccc2C1=O
 : 0.1%	i	17
O=C(CCC(=O)c1ccc(Cl)cc1)OCn1nnc2ccccc2c1=O
 : 0.2%[50 µM]	i	16
CC1CCCCC1NC(=O)c1cc(S(=O)(=O)N2CCOCC2)ccc1Cl (stereo not given)
 : 0.8%	i	47

A different layout for some results above:
compound,K1F lysis inhibition,T cell modulator,T cell modulator vesicle-bound %
O=C(Cn1cc(C(F)(F)F)ccc1=O)N1CCc2ccccc21,0.7%[50 µM],i,37
CC(=O)NCc1ccc(C(=O)COC(=O)COc2ccc(Cl)c(C)c2)s1,0.5%[50 µM],i,35
O=C(NN=Cc1cc(Br)c(O)c(Br)c1)c1ccccc1NS(=O)(=O)c1cccs1,-3.8%,i,18
O=C(C[C@@H]1C/C=C\C[C@@H](Cc2ccc(F)cc2)C(=O)OC[C@@H]2CCCN2C1=O)NCCO,0.1%,i,21
COc1ccc(Cl)cc1C(=O)NNC(=O)CNC(=O)c1ccc(C)s1,0.8%,i,40
C[C@H](CO)N1C[C@H](C)[C@@H](CN(C)C)Oc2c(NC(=O)c3ccncc3)cccc2C1=O,0.8%,i,17
O=C(CN1C(=O)NC2(CCCCC2)C1=O)Nc1ccc(N2CCCCC2)cc1,-5.7%,i,54

Compounds shown so far that contain two or more sulfur atoms (three):
Sequence of screens: K1F lysis inhibition	T cell modulator	T cell modulator vesicle-bound %
CSc1ccc(Cl)c(C(=O)Nc2cc(S(=O)(=O)N3CCOCC3)ccc2N2CCOCC2)c1
 : -0.1%	i	28
O=C(CSC(=S)N1CCCC1)N/N=C/c1c(O)[nH]c(=S)[nH]c1=O
 : 0.2%[50 µM]	i	54
O=C(NN=Cc1cc(Br)c(O)c(Br)c1)c1ccccc1NS(=O)(=O)c1cccs1
 : -3.8%	i	18

Remaining list, next part
Sequence of screens: K1F lysis inhibition	T cell modulator	T cell modulator vesicle-bound %
COc1ccc(SC[C@H](C)CN2CC[C@H](NC(=O)OCc3ccccc3)CCC2=O)cc1
 : -0.5%	i	54
CCC/C(C#CCCN1C(=O)c2ccccc2C1=O)=C1/c2ccccc2C(=O)N1c1ccccc1
 : -0.8%	i	13
Cc1cccc(N2CC(C(=O)Nc3ccc(N4CCOCC4)cc3)CC2=O)c1C (stereo not given)
 : 4.1%	i	48
NC(=O)C1CCN(C(=O)c2cc(-c3ccccc3Cl)nc3ccccc23)CC1
 : 1.9%	i	40
Cc1noc(C)c1NC(=O)N(C)C[C@@H]1Oc2ccc(NC(=O)CCC(F)(F)F)cc2CC(=O)N([C@@H](C)CO)C[C@@H]1C
 : -1.3%	i	49
O=C1OC[C@@H]2CCCN2C(=O)[C@@H](CC(=O)N(CCO)Cc2ccccc2)C/C=C\C[C@@H]1Cc1ccc(F)cc1
 : -0.5%	i	5
Cc1cc(C(=O)OCC(=O)N2CCOCC2)c(C)n1-c1ccccc1
 : 0.6%[50 µM]	i	56
Cc1ccc(-c2cc(C(=O)NCC(c3ccccc3)N(C)C)c3ccccc3n2)o1 (stereo not given)
 : -0.7%	i	17
C[C@H]1CN([C@@H](C)CO)C(=O)c2cccc(NC(=O)C3CC3)c2O[C@H]1CN(C)CC1CCCCC1
 : 5.0%	i	8
COc1c(O)c(=O)n2c3ccccc3c3ccnc1c32
 : -6.1%	i	28
CCN(CC(=O)NCc1ccc(F)cc1)S(=O)(=O)c1ccc(Cl)s1
 : 0.1%[50 µM]	i	41
COc1ccccc1NC(=O)COC(=O)c1ccc(S(=O)(=O)N2CCCCCC2)cc1
 : -1.8%	i	37
CC(C)(C)N(Cc1ccccc1)C(=O)COC(=O)c1ccc(S(=O)(=O)N2CCOCC2)cc1
 : -0.9%	i	50
O=C(NC(=S)Nc1cccc(O)c1)C1CCCCC1
 : -1.7%	i	47
CCc1ccc([C@H]2C(C(=O)O)=C[C@@H](CC3CCCC3)N2S(=O)(=O)c2ccc(C)cc2)cc1
 : -0.1%	i	13
C=CC[C@@H](CC(=O)N[C@@H](CO)Cc1ccccc1)C(=O)N[C@H](COC(=O)[C@@H](CC=C)Cc1ccc(F)cc1)C(C)(C)C
 : -0.5%	i	18
Cc1cc(C)n(CC(=O)NNC(=O)c2ccc(OC(F)(F)F)cc2)n1
 : 0.1%	i	52
C=CC[C@H](CC(=O)NCCO)C(=O)N[C@@H](COC(=O)[C@@H](CC=C)Cc1ccc(F)cc1)Cc1c[nH]c2ccccc12
 : -0.9%	i	14
C[C@@]12C(=O)N(Cc3ccco3)CC(=O)N1[C@H]1c3ccccc3OC[C@@H]1[C@@H]2c1ccccc1
 : 0.5%	i	32
CC1(C)C[C@@H](O)[C@]2(C)CC[C@]3(C)C(=CCC4[C@@]5(C)CC[C@H](O)[C@](C)(CO)C5CC[C@]43C)[C@@H]2C1 (stereo not given in full)
 : 0.6%	i	12
CCN(C(=O)Cn1c(Cl)nc2c1c(=O)n(C)c(=O)n2C)C1CCCCC1
 : 0.5%[50 µM]	i	31
O=C(COC(=O)c1ccco1)NC1CCCc2ccccc21 (stereo not given)
 : 0.5%[50 µM]	i	41
C[C@]12CC[C@H](OC(=O)CCC(=O)O)CC1=CCC1C2CC[C@@]2(C)C1CC[C@@H]2N (stereo not given in full)
 : 0.9%	i	43
CSc1nc(N)nc2c1ncn2CC(=O)NCC(c1ccccc1)c1ccccc1
 : 0.1%	i	8
COc1ccc(-c2ccc3c(c2)S(=O)(=O)c2cccc(C(=O)NCc4cc(C)oc4C(F)(F)F)c2C3=O)cc1OC
 : 3.9%	i	19
CCCCCCCC(=O)O
 : -5.1%	i	9
O=C(CC1SC(N2CCOCC2)=NC1=O)Nc1cccc(C(F)(F)F)c1 (stereo not given)
 : 0.3%[50 µM]	i	9
CCCCCCSc1ccc(-c2nc3cnccn3c2NCCCC)cc1
 : -1.0%	i	17
CCC(C)Sc1cc(-c2nc3ccc(Cl)cn3c2NC2CCCCC2)ccc1OC (stereo not given)
 : -0.1%	i	6
O=C(CSc1ncnc2ccccc12)NC1CCS(=O)(=O)C1 (stereo not given)
 : 0.1%[50 µM]	i	46
COc1cc(C)ccc1OCC(=O)NCC1CCCO1 (stereo not given)
 : 6.3%	i	13
NC(=O)c1ccc(NC(=O)COC(=O)C2COc3ccccc3O2)cc1 (stereo not given)
 : -0.1%	i	39
Cc1noc(NS(=O)(=O)c2ccc(NC(=O)COc3ccc(C#N)cc3)cc2)c1C
 : 14%	i	12
COc1ccc(C=NNc2ccc(S(=O)(=O)Nc3ccccc3C(=O)O)cc2[N+](=O)[O-])c(OC)c1
 : -1.9%[50 µM]	i	28
Cc1ccc(S(=O)(=O)N2CCN(C(=O)Cn3c(=O)cnc4ccccc43)CC2)c(C)c1
 : 0.6%[50 µM]	i	41
C[C@H](CO)N1C[C@H](C)[C@H](CN(C)Cc2ccc(Oc3ccccc3)cc2)Oc2ccc(NC(=O)Nc3cccc4ccccc34)cc2CC1=O
 : 0.4%	i	20
CC(C)NC(=O)N(C)C[C@H]1Oc2c(NS(=O)(=O)c3ccc(F)cc3)cccc2C(=O)N([C@H](C)CO)C[C@@H]1C
 : 2.5%	i	17
CCSc1nnc(NC(=O)c2ccc3nc[nH]c3c2)s1
 : 0.6%	i	54
Cc1ccc(Cl)cc1NC(=O)CN1C(=O)NC(C)(C2CC2)C1=O (stereo not given)
 : 0.2%[50 µM]	i	11
O=C(OCCCc1cc2ccccc2c(=O)o1)N1CCOCC1
 : 1.1%	i	13
COc1ccc(NC(=O)N(C)C[C@H]2Oc3c(NS(=O)(=O)c4cn(C)cn4)cccc3C(=O)N([C@H](C)CO)C[C@@H]2C)cc1
 : 0.2%	i	4
O=C(CCl)Nc1cccc(S(=O)(=O)NC2=NCCCCC2)c1
 : 0.4%[50 µM]	i	11
CCOc1cc(N2CCOCC2)c(OCC)cc1NC(=O)CSc1nnc(N)s1
 : 1.9%	i	38
O=C(NCc1ccc(OC(F)(F)F)cc1)c1cccc2c1C(=O)c1ccc(N3CCCC3)cc1S2(=O)=O
 : 0.5%	i	5
CC(=O)Nc1ccc(NC(=O)C(C)OC(=O)c2ccc(S(=O)(=O)N3CCCCC3)cc2)cc1 (stereo not given)
 : -1.2%	i	34
CCN(CC)C(=O)[C@H]1CC(CC(=O)NC(C)(C)C)C(=O)N2CCc3c([nH]c4ccccc34)[C@]12C (stereo not given in full)
 : -0.1%	i	6
CCC1(c2ccc(Cl)cc2)NC(=O)N(CC(=O)N2CCN(C(=O)c3ccco3)CC2)C1=O (stereo not given)
 : 0.5%	i	40
COc1ccc(-c2oc(=O)c3cc(OC)c(OC)cc3c2C#CC2(O)CCCCC2)cc1
 : 1.4%	i	55
CC1CCN(c2ccc3c(c2)S(=O)(=O)c2cccc(C(=O)O)c2C3=O)CC1
 : 1.1%	i	18
COCCn1c(SCC(=O)Nc2ccc3c(c2)OCCO3)nnc1-c1ccncc1
 : 2.5%	i	37
CCC(NC(=O)C1CCCC1)c1ccccc1 (stereo not given)
 : 0.9%	i	53
O=C(CSc1nnc(NC2CC2)s1)c1ccc[nH]1
 : -2.6%	i	56
